Gli-Sufu block: antagonists of Gli-Sufu signaling | Sufu-KO-LIGHT fibroblasts, Gli luciferase reporter luminescence | AID 588413 | inhibition, % at 5 µM | hit rate 0.74% among 340,000;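 active = inhibition above about 55%, limit read from the data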;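 note: 0% = DMSO-treated cells and 100% = wells with medium but no cells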
APJ antag: APJ receptor antagonism; P35414; CHO-K1 APJ beta-arrestin complementation, luminescence; hit rate 0.32% among 330,000; inhibition, % at 20 µM;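 active = inhibition above about 40% at 20 µM, limit read from the data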;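 note: cells challenged with 10 nM apelin-13 agonist together with compound; plate controls were apelin-13 plus DMSO wells for no effect and DMSO wells lacking apelin-13 for full effect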
ATG4B inh: blocks human ATG4B protease cleavage of LC3 substrate | hit rate 0.51% among 340,000 | ATG4B cleavage of LC3-PLA2, NBD-HPC fluorescence, 1 h | Q9Y4P1 | inhibition, % at 8.33 µM; in the data active = inhibition above about 40%
Target sequence (Q9Y4P1 whole entry, looked up): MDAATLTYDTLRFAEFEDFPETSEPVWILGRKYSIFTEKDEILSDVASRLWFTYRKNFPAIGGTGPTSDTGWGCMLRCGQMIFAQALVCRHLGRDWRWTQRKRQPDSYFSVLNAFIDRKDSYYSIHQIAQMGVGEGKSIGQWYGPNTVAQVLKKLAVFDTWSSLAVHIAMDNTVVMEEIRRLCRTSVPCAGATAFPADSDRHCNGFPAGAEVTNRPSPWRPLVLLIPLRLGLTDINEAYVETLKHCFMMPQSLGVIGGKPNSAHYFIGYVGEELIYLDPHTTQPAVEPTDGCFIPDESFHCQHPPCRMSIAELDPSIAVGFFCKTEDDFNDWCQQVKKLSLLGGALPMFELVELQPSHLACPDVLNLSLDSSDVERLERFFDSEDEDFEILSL
EBI2 block: EBI2 (human) antagonism. inhibition, % at 5 µM. EBI2 beta-arrestin recruitment, luminescence, 7a,25-OHC stimulated. P32249. hit rate 0.81% among 360,000; in the data active = inhibition above about 38%;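 note: enzyme fragment complementation signal reports receptor beta-arrestin coupling in cells; 0% = agonist plus DMSO wells and 100% = wells without agonist; some results beyond the cut were filed as inactive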
Target sequence (P32249 whole entry, looked up, the tested form may be a part): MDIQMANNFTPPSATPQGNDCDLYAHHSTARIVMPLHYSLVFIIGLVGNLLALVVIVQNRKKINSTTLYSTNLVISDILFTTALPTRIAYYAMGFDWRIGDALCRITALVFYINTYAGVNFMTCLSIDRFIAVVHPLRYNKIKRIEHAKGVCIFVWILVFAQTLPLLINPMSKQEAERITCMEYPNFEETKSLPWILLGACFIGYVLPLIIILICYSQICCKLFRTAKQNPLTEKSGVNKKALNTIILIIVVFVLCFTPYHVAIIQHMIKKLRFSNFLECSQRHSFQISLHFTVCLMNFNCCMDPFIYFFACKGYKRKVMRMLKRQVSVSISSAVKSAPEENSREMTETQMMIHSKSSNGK
APJ ag: agonists of human APJ apelin receptor | P35414 | CHO-K1 APJ PathHunter beta-arrestin, luminescence; 0% DMSO wells, 100% apelin | activation, % at 20 µM | hit rate 0.11% among 330,000 | AID 2520;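 active = activation more than six SD over the plate average, tested at 20 µM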;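 note: 0% = DMSO alone and 100% = apelin-13 at 10 nM; some results filed as inactive read as strong as hits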
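Assay system: CHO-K1 APJ beta-arrestin complementation cell line / Compound: single test compound dose, 20 µM final, 1% DMSO / Times: overnight seeding, 90 min compound at 25 °C, 1 h detection / Technique: beta-gal luminescence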
CXCR6 inh: CXCR6 (human) receptor inhibition | hit rate 0.36% among 360,000 | AID 602244 | inhibition, % at 20 µM | CHO-K1 PathHunter CXCR6 beta-arrestin, luminescence; in the data active = inhibition above about 34%, passing the limit was not always enough;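 note: antagonist mode with CXCL16 agonist at 10 nM final; 0% = 10 nM CXCL16 with DMSO and 100% = unstimulated wells without agonist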
UBC13 polyUb: blocks human UBC13 polyubiquitin chain formation. inhibition, % at 20 µM. TR-FRET. hit rate 0.47% among 330,000; in the data active = inhibition above about 45%, passing the limit was not always enough
Target sequence (P61088 whole entry, looked up): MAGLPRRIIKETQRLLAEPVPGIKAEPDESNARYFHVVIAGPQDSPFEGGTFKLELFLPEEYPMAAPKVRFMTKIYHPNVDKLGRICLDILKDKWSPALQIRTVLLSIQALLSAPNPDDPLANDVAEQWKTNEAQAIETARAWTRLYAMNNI
CCR6 antagonist: antagonists of human CCR6 receptor | CHO-K1 CCR6 PathHunter beta-arrestin, luminescence, CCL20-stimulated | inhibition, % at 20 µM | hit rate 0.49% among 340,000;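 active = compounds whose inhibition of the agonist-driven luminescence signal at 20 µM reaches about 50%, limit read from the data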;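 note: cells stimulated with CCL20 at 14 nM final; plate controls were DMSO with CCL20 for no effect and DMSO without agonist for full effect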
Numbers without * were called inactive; i = inactive; · = no result given.

Preview:
SMILES	Gli-Sufu block	APJ antag	ATG4B inh	EBI2 block	APJ ag	CXCR6 inh	UBC13 polyUb	CCR6 antagonist
Cc1nnc(NC(=O)c2ccncc2)s1	-0.5	1.6	-0.3	-3.8	0.0	4.5	-11.2	17.7
COc1ccc(/C=N/NC(=O)c2ccn[nH]2)cc1CN1CCOCC1	41.6	4.4	6.0	-7.4	-3.0	-8.8	-7.9	2.1
CCCSc1nc2cc(OC)c(OC)cc2c(=N)n1CCCN1CCOCC1	8.9	5.2	0.5	10.8	-2.3	10.0	-5.5	18.6
CCOC(=O)C1CCN(C(=O)CC(C)c2ccccc2)CC1 (centres undefined)	7.8	-23.3	0.3	-1.3	-2.7	-0.8	-1.1	12.6

Results (from the top)
SMILES	Gli-Sufu block	APJ antag	ATG4B inh	EBI2 block	APJ ag	CXCR6 inh	UBC13 polyUb	CCR6 antagonist
Cc1nnc(NC(=O)c2ccncc2)s1	-0.5	1.6	-0.3	-3.8	0.0	4.5	-11.2	17.7
COc1ccc(/C=N/NC(=O)c2ccn[nH]2)cc1CN1CCOCC1	41.6	4.4	6.0	-7.4	-3.0	-8.8	-7.9	2.1
CCCSc1nc2cc(OC)c(OC)cc2c(=N)n1CCCN1CCOCC1	8.9	5.2	0.5	10.8	-2.3	10.0	-5.5	18.6
CCOC(=O)C1CCN(C(=O)CC(C)c2ccccc2)CC1 (centres undefined)	7.8	-23.3	0.3	-1.3	-2.7	-0.8	-1.1	12.6
Cn1ncc2cc(NC(N)=S)ccc21	3.6	6.6	-1.8	2.6	-0.7	7.5	-1.5	0.1
CCOc1ccc2[nH]c(=O)c(CN(CCCN3CCOCC3)C(=O)Nc3ccc(F)cc3)cc2c1	-1.2	·	-6.5	-7.4	·	-1.8	·	-2.4
CCOc1c(CNCCNC(=O)c2nonc2N)cccc1OC	7.0	-6.6	-0.9	-2.5	-3.3	-1.4	9.3	0.0
CC1=C(C)CC(C(=O)NCCc2ccccc2)C(C(=O)O)C1 (centres undefined)	3.7	14.5	-2.1	-12.2	-0.1	-9.6	8.0	21.7
O=C(COc1ccc(Cl)cc1Cl)NNC(=S)Nc1ccc(F)cc1	1.7	15.6	5.6	20.2	-6.6	12.1	-13.7	29.7
NC(=O)N=Nc1c(O)[nH]c2ccc([N+](=O)[O-])cc12	0.6	-0.7	-4.4	-5.0	0.3	3.3	-15.8	18.3
CCOC(=O)CSc1nnc(Cn2nnc3ccccc32)n1-c1ccc(F)cc1	0.2	4.8	-5.0	-1.8	-4.7	-11.3	7.0	2.5
O=[N+]([O-])c1ccc(-n2nnnc2-c2ccccc2)c([N+](=O)[O-])c1	-3.6	·	2.2	-79.4	·	-15.1	·	15.4
O=C(/C=C/c1ccc(Br)cc1)NC(=S)Nc1ccc(S(=O)(=O)Nc2nccs2)cc1	-9.4	12.4	37.0	20.5	-5.0	17.7	-20.3	42.7
CCSCCOC(=O)C1=C(C)NC(=O)NC1c1cc(OC)ccc1OC (centres undefined)	5.8	8.1	-5.8	2.1	2.1	3.0	-9.5	14.0
CNC(=O)/C(=C\c1ccc2c(c1)OCO2)NC(=O)c1ccc(Br)cc1	1.8	15.9	3.9	-11.4	-2.4	3.6	-6.4	3.8
COc1cc(/C=C/C(=O)O)cc(S(=O)(=O)Nc2ccc(S(=O)(=O)N3CCCCC3)cc2)c1OC	-9.5	2.8	1.3	-6.0	10.2	-1.9	-13.8	4.5
CCN(C(=O)CN1C(=O)NC2(CCCc3ccccc32)C1=O)c1ccc(F)cc1 (centres undefined)	-3.2	-48.2	-11.1	-0.6	-2.3	-4.0	-11.3	-6.5
Cc1ccc2c(c1)N(Cc1cccc(C#N)c1)C=NS2(=O)=O	8.6	-1.1	-6.4	-12.9	1.7	5.4	7.0	-9.4
O=C1C2C3C=CC(C3)C2C(=O)N1c1ccc2c(c1)CCC2 (centres undefined)	23.4	16.9	-1.9	1.4	-2.6	2.8	7.2	4.4
O=C(Nc1nc2ccccc2s1)c1ccc(Cl)s1	-93.3	4.9	-3.6	-7.7	-2.3	14.4	13.1	-2.6
CC(C)N1CCC(=NNC(=O)c2cccs2)CC1	2.3	-4.3	0.4	-6.4	-0.5	-5.2	-1.2	-7.2
S=C(c1ccccc1)N1CCN(C(=S)c2ccccc2)CC1	3.2	7.9	-4.2	1.3	2.8	-7.0	10.1	7.7
CC(C)C(OC(=O)C1CCCO1)C(=O)NC1CCCC1 (centres undefined)	1.0	-1.3	2.6	-2.3	-1.5	1.1	7.4	2.7
Cc1ccc(NC(=O)CSc2ccc(-c3ccccn3)nn2)c(C)c1	1.6	-4.1	-4.3	5.2	-8.2	3.9	-5.8	-9.4
COc1ccc(/C=C/C(=O)C2(O)CCCCC2)cc1OC	18.8	3.0	-34.8	-7.8	1.4	0.7	-11.4	13.7
(listing goes on)
SMILES	Gli-Sufu block	APJ antag	ATG4B inh	EBI2 block	APJ ag	CXCR6 inh	UBC13 polyUb	CCR6 antagonist
CCOc1ncccc1C(=O)Nc1cc(S(=O)(=O)N2CCCCC2)ccc1Cl	29.2	3.6	-8.7	4.9	-0.1	7.5	-3.6	-2.5
CC1(C)CC(=O)C2=C(C1)N(c1ccc(F)cc1)C(=O)CC2c1cccnc1 (centres undefined)	-2.1	11.2	0.8	-10.7	-1.7	3.9	1.1	17.7
C[C@@H]1CC=C[C@H]2[C@H]1C(=O)N(Cc1ccccc1)[C@H]2c1ccc(-c2ccc(F)cc2)cc1F	-3.6	12.9	-20.6	25.2	-7.3	8.1	1.8	17.9
Cc1c(C(=O)OCC(=O)NC2CC2)oc2ccc(Br)cc12	-3.4	20.1	-10.7	-1.5	-0.2	4.6	-6.2	9.3
COC(=O)[C@H]1C[C@@H]1[C@H](NS(=O)(=O)c1ccc2ccccc2c1)c1ccccc1	0.4	5.4	-8.3	3.8	5.5	-0.5	18.7	0.9
CC(=O)N(Cc1cc2cc(C)c(C)cc2n2nnnc12)CC1COCCO1 (centres undefined)	-15.2	-6.3	3.7	-0.1	0.2	-6.7	-13.0	-6.5
Nc1c(Br)c(=O)[nH]c(=O)n1-c1ccccc1	3.8	10.2	10.5	2.6	-2.2	-1.2	-0.8	7.0
CC1CC(=O)Nc2ccccc2N1C(=O)Nc1ccccc1 (centres undefined)	3.9	14.5	-5.6	-3.5	-1.7	-5.1	2.8	1.1
CCn1c(CCNC(=O)c2cccs2)nnc1SCC(=O)Nc1ccc(Cl)cc1	3.3	-4.2	-7.2	5.9	-2.7	5.5	1.4	2.0
CC(=O)NC1C(=O)N=C(SCC(=O)NCc2ccccc2)NC1=O (centres undefined)	1.6	2.2	9.6	-8.3	3.1	-1.8	-2.6	4.3
Clc1cccc(CN2C3=NCCCN3c3ccccc32)c1	56.1*	11.4	-4.0	3.9	-5.6	4.3	1.1	21.1
COC(=O)c1nnn(-c2nonc2N)c1CSc1nc2ccccc2s1	-9.7	5.4	-6.7	5.9	-2.0	-3.0	5.5	3.7
COc1ccc(C(=O)OCC(=O)Nc2cc(C)on2)c(OC)c1OC	-5.3	0.8	-10.4	-2.9	-4.0	0.7	0.3	-7.5
CN1C(=O)/C(=C2/C=Cc3ccccc3N2CCCS(=O)(=O)O)SC1=S	-8.6	47.1*	5.7	-0.3	-8.5	37.5	i	58.0*
CCN(CC)S(=O)(=O)c1ccc(N2CCCC2)c(NC(=O)C2=COCCO2)c1	-1.2	8.4	-1.0	-0.9	-1.3	5.7	-4.8	7.8
COc1ccc(NC(=S)N/C(=N/S(=O)(=O)c2ccc(C)cc2)c2ccccc2)cc1	-21.9	11.0	-0.7	32.9	-2.2	11.6	-1.3	9.8
COc1ccc(OC)c(NC(=O)C2C(C(=O)O)C3(Cl)C(Cl)=C(Cl)C2(Cl)C3(Cl)Cl)c1 (centres undefined)	-5.4	-18.0	14.0	-1.2	-4.1	-4.3	-6.0	-24.8
Cc1nn(CC(=O)NC(=O)NC2CCCCC2C)c(=O)c(C#N)c1C (centres undefined)	5.3	16.9	-8.9	-7.8	2.3	0.4	-2.4	3.7
COCCN1CN=C(Nc2nc3ccccc3s2)NC1	-9.2	13.3	-9.9	-13.8	-2.1	-2.3	4.5	11.3
Cc1cc(C)c(NC(=O)COC(=O)C2CCN(c3ccc(C(F)(F)F)cn3)CC2)c(Cl)c1	-10.5	16.9	-8.6	-16.5	-2.8	-2.7	0.4	3.7
COc1ccc(NC(=O)N[C@@H](CCSC)C(=O)O)cc1Cl	6.1	-7.0	-2.3	-3.5	-2.6	2.0	6.5	-10.3
CC1CN(c2ccccn2)C(C)CN1C(=S)Nc1ccccc1 (centres undefined)	8.8	·	-5.5	5.4	·	7.2	·	3.3
C/C(=N\NC(=O)c1ccc(Cl)c(Cl)c1)c1cccc(NC(=O)C(C)C)c1	-4.2	7.1	-16.2	-6.6	-1.1	7.4	-5.4	3.9
CC(C)(C)NCC(=O)N/N=C/c1ccc(OCc2ccccc2)cc1	-3.5	-21.7	-7.8	4.5	-0.8	-2.5	0.3	1.6
Nn1c(SCC(=O)NC2CCCCC2)nnc1-c1ccco1	8.4	18.7	-3.4	-6.2	-3.2	1.0	6.3	-7.1
The list goes on.
SMILES	Gli-Sufu block	APJ antag	ATG4B inh	EBI2 block	APJ ag	CXCR6 inh	UBC13 polyUb	CCR6 antagonist
COc1ccc(N2C(=O)CCC(C(=O)NCCN3CCOCC3)C2c2ccc(OC)c(OC)c2)cc1 (centres undefined)	-1.0	·	-7.3	5.4	·	-6.4	·	11.2
CN(c1ccc(OCC(=O)OCC(=O)Nc2ccc(F)cc2)cc1)S(=O)(=O)c1ccc(Cl)cc1	0.3	3.7	-10.6	-2.9	5.9	-12.1	1.0	-1.4
COc1ccc(CCNC(=O)c2ccc(CNS(=O)(=O)c3ccc(C(C)(C)C)cc3)cc2)cc1OC	16.9	-15.8	-21.9	10.0	0.7	-3.1	-2.5	5.0
COc1cc(C(=O)NCC(=O)NCC(c2ccco2)N2CCCCC2)cc(OC)c1OC (centres undefined)	-11.9	5.6	4.2	-12.1	-3.5	2.9	-6.6	8.3
COc1ccc(C2C(C(=O)NCCCN3CCOCC3)c3ccccc3C(=O)N2c2ccc(OC)cc2)cc1 (centres undefined)	19.2	-3.5	-10.4	-4.9	-5.3	-3.3	-12.3	8.0
O=C(CC12CC3CC(CC(C3)C1)C2)NC(Cc1ccccc1)C(=O)O (centres undefined)	-3.4	-1.0	-6.1	16.9	-1.9	4.5	0.0	2.3
CC(C)C(=O)NC(c1cccs1)c1cc([N+](=O)[O-])c2cccnc2c1O (centres undefined)	-9.8	-24.4	18.9	-10.9	4.1	10.7	-68.5	43.4
COc1cc(CNCc2ccc(C)cc2)cc(OC)c1OC	16.7	-13.4	1.5	-11.9	-1.8	-5.8	0.3	16.7
CCC(=O)N=c1sc2ccccc2n1-c1ccccc1	-3.7	-0.4	0.6	-4.4	-4.1	-8.1	2.3	-11.1
CC(C)C[C@@H](CN)NC(=O)c1nc[nH]c1C(=O)N[C@@H](C)C(=O)CNC[C@H](CC(C)C)NC(=O)c1nc[nH]c1C(=O)N[C@@H](Cc1ccccc1)C(=O)O	4.5	·	-1.1	-11.1	·	12.7	·	10.6
Cc1cc(OC(=O)c2cccc(Br)c2)c([N+](=O)[O-])c(=O)[nH]1	2.8	-4.5	2.7	-3.7	-0.6	2.7	1.1	8.4
CC(C)C[C@H](NC(=O)c1nc[nH]c1C(=O)N1CCC(C)CC1)C(=O)OC(C)(C)C	-2.7	20.8	2.3	-15.8	0.9	1.8	3.3	8.4
CC(C)(C=O)C1=CC(=O)c2ccccc2C1=O	16.1	·	-4.5	-2.0	·	99.9*	·	103.3*
CCCCNC(=O)c1cc2cccc([N+](=O)[O-])c2[nH]1	4.9	10.7	6.6	-9.9	0.4	1.7	-0.8	-1.5
Cc1noc(C)c1COC(=O)CCC(=O)c1ccc(F)cc1	6.4	8.1	-3.5	-0.1	-3.8	5.7	6.2	2.8
Cc1ccc(C)c(NC(=O)COC(=O)c2c(C)nn(-c3ccccc3)c2C)c1	-11.0	-1.8	-21.6	1.3	-2.1	-1.9	5.0	-0.5
Cc1sc2nc(CSc3ncn[nH]3)[nH]c(=O)c2c1C	31.7	6.8	4.1	1.0	-2.9	-7.5	-1.5	11.9

Bioassay records from PubChem.
